# Screening results: PubChem, several laboratories
# CAL PDZ FP-1: blocks peptide binding to the human CAL PDZ domain; Q9HD26; purified CAL PDZ, TMR-peptide fluorescence polarization, 1 h; inhibition, % at 24.9 µM; 300,000 compounds, 0.92% hits; AID 602252;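 active means mean inhibition of at least 30% with at least half of replicates also reaching 30%; inconclusive means no clear call, values can overlap the other calls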;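 further: 0% = DMSO neutral control and 100% = excess unlabeled competitor peptide PRC23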
# Wnt act: activators of Wnt/beta-catenin signaling; Wnt/beta-catenin reporter cell assay, activator, plate reader; activation, % at 9.35 µM; 300,000 compounds, 1.2% hits; in the data active means activation above about 30%, passing the limit was not always enough; inconclusive means no clear call, values can overlap the other calls;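 further: 0% = neutral control wells and 100% = positive control wells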
# RTF Ca sens act: increases calcium sensitivity of human cardiac regulated thin filaments; IANBD-labeled TnC RTF fluorescence at EC20 calcium; 0% EC20 calcium, 100% full calcium; activation, % at 7.2 µM; P19429+P45379; 340,000 compounds, 0.24% hits;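 active means activation above the mean over all tested compounds plus 3 SD, cut at about 30% in these data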;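 further: rise in fluorescence read as greater calcium sensitivity of cardiac thin filaments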
# V-ATPase pHluor: regulators of yeast V-ATPase proton transport; AID 504577; response, % at 10 µM; 350,000 compounds, 0.37% hits; S. cerevisiae, pHLuorin cytosolic pH fluorescence; in the data active means response mostly above about 7.3%, no sharp cut-off; inactive means mostly below about 5.4%; further: actives read high; inactives centre near 0; some compounds called inactive have numbers as strong as hits
# CAL PDZ FP-2: human CAL PDZ-peptide interaction inhibition | Q9HD26 | purified CAL PDZ, TMR-peptide fluorescence polarization, 1 h | inhibition, % at 20 µM | 330,000 compounds, 0.02% hits | AID 504414;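 active means highest replicate inhibition of at least 40%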;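 further: plate controls were DMSO neutral control wells for no effect and unlabeled competitor peptide control wells for full effect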
#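 Material: tagged CAL PDZ protein CerCALP, purified; buffer or medium: sodium phosphate/NaCl buffer pH 7.4 with TCEP, IgG, Thesit; also added: fluorescent TMR peptide probe; schedule: 1 h incubation at room temperature before polarization reading; technique: fluorescence polarization from S- and P-plane intensities, G-factor corrected; control set: unlabelled peptide and DMSO controls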
# Rtt109 HAT inh: inhibitors of Candida albicans Rtt109/Vps75 histone acetyltransferase; purified Rtt109/Vps75, ThioGlo CoA-SH fluorescence, 4 h; inhibition, % at 34.9 µM; 330,000 compounds, 0.16% hits; Q5AAJ8;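 active means inhibition of at least 50% in every replicate; inconclusive means best replicate reaches 50% inhibition but some replicates fall short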
# Target sequence (Q5AAJ8 whole entry, looked up): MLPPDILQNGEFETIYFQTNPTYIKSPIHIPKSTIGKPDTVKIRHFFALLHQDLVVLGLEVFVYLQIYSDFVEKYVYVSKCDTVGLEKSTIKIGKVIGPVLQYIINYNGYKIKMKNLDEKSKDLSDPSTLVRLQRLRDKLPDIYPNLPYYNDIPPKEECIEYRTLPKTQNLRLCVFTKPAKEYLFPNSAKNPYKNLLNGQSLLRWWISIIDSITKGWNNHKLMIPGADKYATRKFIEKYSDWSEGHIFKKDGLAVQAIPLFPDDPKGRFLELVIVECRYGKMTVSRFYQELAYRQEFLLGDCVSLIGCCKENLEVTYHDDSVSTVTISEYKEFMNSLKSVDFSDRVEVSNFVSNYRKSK
# dFosB activator: enhances mouse delta FosB homodimer DNA binding; P13346; purified delta FosB, TAMRA-CDK5 oligo fluorescence polarization; percent of positive-control signal above neutral wells; activation, % at 25 µM; 340,000 compounds, 0.99% hits;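 active means mean activation above about 17%, with every replicate also reaching it, limit read from the data, passing the limit was not always enough; inconclusive means only one of the two conditions met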;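 further: fluorescence polarization rise as delta FosB binds a TAMRA Cdk5 AP-1 oligo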
# CDK5 p35 inh: inhibitors of human CDK5/p35 kinase. 330,000 compounds, 0.01% hits. Recombinant CDK5/p35, ADP-Glo luminescence, 60 min. Q00535+Q15078. AID 488839. inhibition, % at 10 µM;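 active means highest replicate inhibition of at least 50% and at least 75% of replicates reaching 50%; inconclusive means only one of the two criteria met; inactive means both criteria failed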;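 further: plate controls were DMSO neutral control for no effect and GW8510 at 10 µM for full effect; many of its hits are not listed in these tables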
# Target sequence (Q00535 whole entry, looked up): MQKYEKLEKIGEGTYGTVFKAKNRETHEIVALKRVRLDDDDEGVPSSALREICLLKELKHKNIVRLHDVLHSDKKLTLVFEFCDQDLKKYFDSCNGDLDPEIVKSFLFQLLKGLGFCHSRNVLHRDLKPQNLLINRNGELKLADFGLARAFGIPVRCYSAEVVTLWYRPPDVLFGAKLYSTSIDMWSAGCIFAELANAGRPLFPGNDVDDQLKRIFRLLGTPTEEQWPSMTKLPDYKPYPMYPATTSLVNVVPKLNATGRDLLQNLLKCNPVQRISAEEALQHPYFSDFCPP
# Target sequence (Q15078 whole entry, looked up): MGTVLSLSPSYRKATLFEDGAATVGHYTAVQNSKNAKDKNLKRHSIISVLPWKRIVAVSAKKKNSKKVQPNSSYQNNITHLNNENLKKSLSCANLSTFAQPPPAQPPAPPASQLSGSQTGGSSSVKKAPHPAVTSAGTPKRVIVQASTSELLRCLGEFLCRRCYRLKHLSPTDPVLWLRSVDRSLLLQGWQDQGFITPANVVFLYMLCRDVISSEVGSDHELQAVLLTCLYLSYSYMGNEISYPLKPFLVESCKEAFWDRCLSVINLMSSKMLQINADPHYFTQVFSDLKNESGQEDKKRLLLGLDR
# MITF act: activators of MITF-driven TRPM1 promoter activity in SK-MEL-5 cells | SK-MEL-5 TRPM1-promoter luciferase, 24 h; % of positive control, neutral wells = 0 | activation, % at 12.5 µM | 300,000 compounds, 0.75% hits;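 active means mean activation of at least 80% with every replicate also reaching 80%; inconclusive means mean reaches 80% but some replicate falls short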;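 further: 0% = neutral control wells and 100% = parthenolide positive control wells; values of inactives mirror those of a sister screen read the other way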
# Tat transport: inhibitors of E. coli Tat protein transport. 340,000 compounds, 0.036% hits. AID 488895. inhibition, % at 10 µM. E. coli MC4100 TorA-mCherry Tat export, fluorescence;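 active means mean replicate inhibition at least 50% and at least half of replicates individually reaching 50%; inconclusive means only one of the two criteria met; inactive means neither criterion met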;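 further: exported cargo escapes ClpAP degradation while cytoplasmic cargo is degraded and loses fluorescence; 0% = median of neutral control wells and 100% = median of NaSCN control wells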
# * = called active by the depositor; u = inconclusive; x = no result given.
SMILES,CAL PDZ FP-1,Wnt act,RTF Ca sens act,V-ATPase pHluor,CAL PDZ FP-2,Rtt109 HAT inh,dFosB activator,CDK5 p35 inh,MITF act,Tat transport
CN(C)S(=O)(=O)c1ccc(NC=C(C#N)C#N)cc1,-1.6,0.6,-3.8,-5.2,-0.6,-6.4,-2.3,1.2,3.9,2.6
Cc1ccc(S(=O)(=O)N2CCCCC2)cc1NC(=O)c1cccs1,-3.9,-1.0,-1.5,-3.7,-0.2,2.2,-8.1,-0.4,0.7,1.8
COc1ccc(NC(=O)COC(=O)c2ccc(S(=O)(=O)N3CCCCCC3)cc2)c(OC)c1,-5.2,-0.8,-10.3,-2.2,1.2,-8.8,6.6,1.0,10.4,1.2
CCOC(=O)Nc1nc(C)c(C(=O)c2ccc(Cl)cc2)s1,-4.3,1.0,-9.0,-1.1,x,-5.8,0.9,1.3,-5.5,-0.1
CC(C)CC(NC(=O)C1CCCN1C(=O)OC(C)(C)C)C(=O)NCC(N)=O (stereo unspecified),-1.4,-3.2,0.1,3.3,1.0,11.3,3.6,0.7,-4.7,-13.4
Cn1c(Cc2ccccc2)nnc1SCC(=O)N1CCOCC1,3.2,-5.2,-0.9,1.6,-2.4,-5.1,-1.2,-1.8,x,0.9
C[C@@H](CSc1ccc(Br)cc1)CN1CC[C@H](C(C)(C)C)CCC1=O,1.4,-3.9,0.9,1.4,0.6,-2.8,-9.6,-0.3,3.6,7.7
Fc1cccc(NC(=S)NCc2ccc(Cl)cc2)c1,-2.8,-3.6,0.1,0.1,-1.9,-4.6,-1.6,0.8,-6.1,4.8
O=C(Nc1cccc(O)c1)c1cccc(S(=O)(=O)N2CCCC2)c1,x,x,4.5,-1.1,-1.3,9.0,2.8,-1.3,x,2.0
O=C(COC(=O)c1ccccc1C(=O)c1ccc(Cl)cc1)NCc1ccccc1,-3.7,1.8,-3.0,-1.4,-2.0,-3.9,-0.4,-1.2,-0.9,5.7
O=C1NC(c2ccccc2)=NC1(NS(=O)(=O)c1ccccc1)C(F)(F)F (stereo unspecified),7.1,x,-4.5,-6.0,0.2,-18.8,2.1,-0.3,3.3,-1.3
CCN(CC)CCCN=C1N[C@@H](c2cccc(C(F)(F)F)c2)C(C(=O)OC)=C(C)N1CC,-2.7,-3.1,10.9,-0.7,-0.7,8.5,-1.9,0.5,-63.0,-5.4
CN1CCN(C(=O)Nc2ccc3c(c2)N(C)C(=O)c2ccccc2S3)CC1,0.7,-0.3,5.2,-3.1,-0.4,-3.9,-9.6,-10.6,1.1,7.3
CCOC(=O)c1nn(-c2ccccc2)c(C(=O)OCC)c1N,-0.3,-2.0,-3.4,-1.0,-0.5,13.8,1.7,0.6,-1.3,5.1
O=C(Nc1ccccc1)C1=C[C@@H](c2ccc(Br)cc2)C[C@@H](OCCCCO)O1,0.5,23.1,-0.7,0.0,0.1,-1.3,-13.5,-0.9,72.2,1.1
CCOC(=O)c1cnc(-n2nc(C)cc2C)nc1NC,-3.8,x,-5.1,1.5,-2.3,x,-6.6,-1.2,x,2.1
CC1CCN(CCc2nc3cc(NS(=O)(=O)c4ccc(F)cc4)ccc3n2C)CC1,3.2,-2.2,-8.9,0.2,-0.1,7.1,2.3,-0.9,-2.4,-11.8
Cc1cc(C)n(CC(C)NC(=O)c2cc(COc3ccc(F)c(F)c3)on2)n1 (stereo unspecified),-5.3,11.9,4.0,2.3,-3.8,7.1,-0.3,-1.6,66.5,3.5
CNc1nc(Cl)nc2ncn(C)c12,x,-3.7,-4.8,-1.4,-0.7,-23.1,4.5,-0.5,-9.2,-4.0
COC(CNC(=O)C(=O)Nc1cc2c3c(c1)CCN3C(=O)CC2)OC,-4.8,0.0,-2.3,2.0,-1.3,-5.9,-3.3,x,14.9,-1.4
CN1CCN(c2ccc(NS(=O)(=O)c3ccc(Cl)cc3)cn2)CC1,2.9,-12.1,2.6,-1.6,0.6,4.0,-6.4,0.0,1.6,-2.0
CCOC(=O)CSc1nc2sc3c(c2c(=O)n1-c1ccccc1)CCN(C(C)C)C3,3.2,1.3,1.4,-4.5,-1.1,-5.8,7.9,1.0,-0.5,-2.8
O=C(/C=C/c1ccc(N2CCCCC2)c([N+](=O)[O-])c1)c1ccc(S(=O)(=O)N2CCCC2)cc1,-0.4,0.0,4.8,1.4,-1.0,-14.6,-4.8,2.9,-6.8,-3.9
Cn1c(=O)n(C)c2cc(NS(=O)(=O)c3ccc(C(C)(C)C)cc3)ccc21,3.3,-9.2,5.6,-1.5,-0.6,-8.0,-5.7,0.3,-9.1,11.5
CNC(=O)Nc1cccc2cccnc12,0.6,14.9,3.4,4.7,-0.3,-1.3,-3.8,0.9,x,0.3

# Entries of single compounds, quoted from the list.
# CCOC(=O)c1nn(-c2ccccc2)c(C(=O)OCC)c1N across the screens: CAL PDZ FP-1: -0.3; Wnt act: -2.0; RTF Ca sens act: -3.4; V-ATPase pHluor: -1.0; CAL PDZ FP-2: -0.5; Rtt109 HAT inh: 13.8; dFosB activator: 1.7; CDK5 p35 inh: 0.6; MITF act: -1.3; Tat transport: 5.1
# CCOC(=O)c1cnc(-n2nc(C)cc2C)nc1NC across the screens: CAL PDZ FP-1: -3.8; Wnt act: x; RTF Ca sens act: -5.1; V-ATPase pHluor: 1.5; CAL PDZ FP-2: -2.3; Rtt109 HAT inh: x; dFosB activator: -6.6; CDK5 p35 inh: -1.2; MITF act: x; Tat transport: 2.1

# Next section
SMILES,CAL PDZ FP-1,Wnt act,RTF Ca sens act,V-ATPase pHluor,CAL PDZ FP-2,Rtt109 HAT inh,dFosB activator,CDK5 p35 inh,MITF act,Tat transport
CC(C)CCN1NC2(CCC(C)CC2)NC1=S (stereo unspecified),x,1.1,-1.7,4.1,-0.5,-6.7,-1.7,9.0,x,7.9
COc1ccc(C2C(C(=O)Nc3ccccc3OC)=C(C)Nc3ncnn32)cc1 (stereo unspecified),-2.9,-3.5,3.4,2.4,-0.3,-2.7,-2.0,-0.3,2.9,-10.1
C/C(=N\NC(=O)COc1ccc(C)cc1[N+](=O)[O-])c1cccs1,-3.2,1.3,-4.0,-2.4,-0.8,5.0,-1.2,2.1,63.6,0.0
Cc1ccc(NC(=O)CN2CCOCC2)cc1,0.8,-1.6,-6.2,-0.7,-0.8,-0.7,-0.5,0.3,-3.3,-3.0
COC(=O)Cc1csc(NC(=O)c2ccc3ncsc3c2)n1,10.1,-2.8,-1.4,-1.5,-1.4,-4.7,-2.0,0.4,62.3,-4.0
CC(C)(Oc1ccc(Cl)cc1)C(=O)OCC(=O)NCCc1ccc(S(N)(=O)=O)cc1,-0.9,-1.3,-1.9,-1.5,-2.5,22.9,-7.5,-0.7,6.2,10.4
Cc1noc(C)c1S(=O)(=O)N1CCN(c2ccccc2)CC1,x,-2.8,-1.1,8.6,-0.5,2.8,-2.6,-0.3,x,-2.6
Cc1ccc(C)c(SCC(=O)Nc2oc(C)c3c(C)n[nH]c(=O)c23)c1,-9.4,-1.1,-4.4,-5.4,-4.0,5.5,-0.3,0.0,12.0,1.6
COc1ccc(NS(=O)(=O)c2cc(NC(=O)[C@@H](NC(N)=O)C(C)C)ccc2C)cc1,4.1,-5.1,0.9,-3.0,-0.7,12.3,-8.7,3.7,-2.0,-2.1
Cc1ccc(OCCSc2nnc(NC(=O)c3ccco3)s2)cc1,-2.7,x,5.3,3.6,0.5,0.5,-1.1,2.6,-16.1,6.4
O=C(Nc1cccc(-n2cnnn2)c1)c1ccco1,-1.6,-2.4,5.0,7.7,-0.7,-4.7,-15.1,-1.6,-0.9,-1.6
CC(=O)Nc1ccc(C(=O)Nc2ccc(S(=O)(=O)Nc3nccc(C)n3)cc2)cc1,-3.4,-2.1,2.2,5.5,-0.1,23.4,-3.8,-1.5,-12.4,2.8
CCCCNC(=O)CN1CCN(Cc2ccc3cc(OC)ccc3c2)CC1,-6.0,3.4,0.1,-2.2,-0.7,-3.8,-8.4,1.7,3.1,-7.0
Cc1cc(OCc2cc3c(cc2Cl)OCO3)c2c(C)cc(=O)oc2c1,-2.7,-1.5,7.8,-2.9,-2.2,3.6,3.2,-3.6,6.5,-11.9
Cc1cc(C)c2nc(N3CCC(C(=O)NCC4CCCO4)CC3)sc2c1 (stereo unspecified),-3.8,5.5,-4.3,-2.8,0.5,2.4,0.2,-1.8,23.8,4.5
CCOc1ccc2c(c1)C(C)=CC(C)(C)N2S(=O)(=O)c1ccc(C)cc1,-4.0,-0.8,-3.0,-3.0,0.0,7.4,-8.1,1.7,-74.3,0.2
CCN1C(C)=C(C)S/C1=C1\SC(=S)N(N)C1=O,x,-1.0,-1.4,-0.5,-0.7,-3.3,-2.9,-1.1,9.8,4.4
COc1ccc(/C=C/C(=O)N(C)C2CCS(=O)(=O)C2)cc1 (stereo unspecified),-7.6,0.2,1.2,3.1,0.1,-12.6,1.9,-0.5,-3.6,1.3
CCN(Cc1ccccc1)S(=O)(=O)c1ccc2c(c1)NC(=O)CC(=O)N2,1.4,-0.2,2.0,-2.7,-3.4,-4.2,10.5,-2.9,5.8,-2.8
CC(C)(c1ccccc1)c1ccc(OCCn2cnc3ccccc3c2=O)cc1,-7.5,-0.1,-5.4,0.6,x,-0.6,-2.1,1.5,8.3,20.2
N#Cc1c(-c2ccccc2)cc(C2CC2)nc1SCC(=O)c1cccs1,-0.8,x,2.1,2.1,-0.9,-3.6,6.6,3.4,-12.0,-5.7
CC1=CC(C)(C)NC(=S)N1c1ccc(C)cc1C,0.1,-2.4,-0.6,-0.9,0.0,-8.4,-6.7,-0.8,-7.1,-3.2
O=C(O)C1CCCCN1C(=O)c1ccc(S(=O)(=O)N2CCCC2)cc1 (stereo unspecified),-2.5,-0.1,-1.2,-3.0,-2.9,-7.8,-4.2,1.2,-3.4,-4.1
Cc1ccc(NC(=O)CNS(=O)(=O)c2cccs2)cc1F,-2.0,x,-6.9,0.1,-0.2,1.4,-2.7,-0.1,7.8,2.8
CC1=C(C(=O)N2CCOCC2)C(c2ccc(OC(F)F)cc2)NC(=S)N1c1ccccc1 (stereo unspecified),2.0,-0.2,0.2,-1.1,-0.1,7.6,-6.1,0.1,10.3,-7.2
Cc1nc2scc(-c3cccs3)c2c(=O)[nH]1,-1.0,-4.3,0.7,-1.0,-0.4,-7.2,1.5,-4.5,4.2,-6.2
CNC(=O)NC(=O)CSc1nnc(-c2ccco2)n1-c1ccccc1,-2.8,0.2,0.0,-3.2,-1.2,10.3,-8.1,-0.7,x,0.2
O=C(Nc1ccc(-c2nc3ccccc3o2)c(O)c1)c1cc(-n2cnnc2)ccc1Cl,x,-12.5,-4.9,1.7,-4.0,-7.7,u,-0.6,-35.4,-5.0
CN1C2C=C3C(C#N)=C(N)C(C#N)(C#N)[C@H](c4c(F)cccc4F)[C@H]3C1CC2 (stereo partly specified),-4.6,x,6.9,1.2,-0.1,0.7,-2.4,-13.2,-1.6,-0.2
